HTR5A inv ctr: inverse agonist of human HTR5A in OPRM1-OPRD1 counter-screen; P47898; inhibition, % at 9.3 µM; HTR5A cell line, luminescence, inverse agonism; hit rate 0.083% among 340,000; in the data active means inhibition mostly above about 23%, no sharp cut-off; inactive means mostly below about 18%;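 further: 0% = cells with DMSO and 100% = no-cell wells with DMSO; some compounds called inactive have numbers as strong as hits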
V-ATPase pHluor: regulators of yeast V-ATPase proton transport | hit rate 0.37% among 350,000 | AID 504577 | response, % at 10 µM | S. cerevisiae, pHLuorin cytosolic pH fluorescence; in the data active means response mostly above about 7.3%, no sharp cut-off; inactive means mostly below about 5.4%; further: actives read high; inactives centre near 0; some compounds called inactive have numbers as strong as hits; reference of the scale not given here
dFosB activator: activators of mouse delta FosB homodimer | purified delta FosB, TAMRA-CDK5 oligo fluorescence polarization; percent of positive-control signal above neutral wells | activation, % at 25 µM | hit rate 0.99% among 340,000;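 active means mean activation above about 17%, with every replicate also reaching it, limit read from the data, passing the limit was not always enough; inconclusive means only one of the two conditions met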;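 further: fluorescence polarization rise as delta FosB binds a TAMRA Cdk5 AP-1 oligo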
Target sequence (P13346 whole entry, looked up): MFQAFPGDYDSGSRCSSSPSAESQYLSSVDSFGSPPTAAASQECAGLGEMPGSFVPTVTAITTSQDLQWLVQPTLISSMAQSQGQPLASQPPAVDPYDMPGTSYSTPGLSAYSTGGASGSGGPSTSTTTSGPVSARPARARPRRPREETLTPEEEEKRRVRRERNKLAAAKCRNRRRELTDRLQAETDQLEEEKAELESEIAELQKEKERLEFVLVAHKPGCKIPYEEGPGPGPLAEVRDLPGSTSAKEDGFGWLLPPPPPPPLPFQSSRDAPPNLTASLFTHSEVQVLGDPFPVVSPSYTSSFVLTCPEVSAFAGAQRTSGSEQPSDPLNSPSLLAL
NSD2 inh: blocks human histone methyltransferase NSD2. O96028. NSD2 peptide methylation, AlphaScreen, 120 min. inhibition, % at 12.5 µM. hit rate 0.54% among 310,000; in the data active means inhibition above about 50%
CDK5 inh: blocks human CDK5/p35 kinase activity; Q00535+Q15078; Recombinant CDK5/p35, ADP-Glo luminescence, 60 min; inhibition, % at 10 µM; hit rate 0.01% among 330,000;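 active means highest replicate inhibition of at least 50% and at least 75% of replicates reaching 50%; inconclusive means only one of the two criteria met; inactive means both criteria failed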;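 further: plate controls were DMSO neutral control for no effect and GW8510 at 10 µM for full effect; many of its hits are not listed in these tables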
Target sequence (Q00535 whole entry, looked up): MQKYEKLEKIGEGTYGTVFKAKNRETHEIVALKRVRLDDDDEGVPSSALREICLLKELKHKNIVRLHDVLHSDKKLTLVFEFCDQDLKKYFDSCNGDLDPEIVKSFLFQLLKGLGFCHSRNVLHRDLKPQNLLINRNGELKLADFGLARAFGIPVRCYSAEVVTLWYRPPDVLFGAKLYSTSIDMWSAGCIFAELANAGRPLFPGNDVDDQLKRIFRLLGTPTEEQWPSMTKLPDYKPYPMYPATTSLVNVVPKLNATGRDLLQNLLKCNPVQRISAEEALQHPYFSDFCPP
Target sequence (Q15078 whole entry, looked up): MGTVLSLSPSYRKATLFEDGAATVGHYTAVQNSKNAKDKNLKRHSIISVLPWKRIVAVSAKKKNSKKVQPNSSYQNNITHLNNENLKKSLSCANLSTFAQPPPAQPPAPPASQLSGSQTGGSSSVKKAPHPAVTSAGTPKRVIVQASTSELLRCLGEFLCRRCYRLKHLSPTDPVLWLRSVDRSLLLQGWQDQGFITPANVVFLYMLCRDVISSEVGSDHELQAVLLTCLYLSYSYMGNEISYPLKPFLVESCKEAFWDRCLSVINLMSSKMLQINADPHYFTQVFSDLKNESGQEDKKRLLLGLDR
PvdQ acylase: blocks Pseudomonas aeruginosa PvdQ acylase activity | purified PvdQ acylase, fluorescence plate reader | inhibition, % at 10 µM | hit rate 0.063% among 340,000; in the data active means inhibition above about 30%, passing the limit was not always enough; inconclusive means no clear call, values can overlap the other calls;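 further: 0% = vehicle neutral wells and 100% = reference inhibitor wells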
HTR5A ag ctr: activates human HTR5A in OPRM1-OPRD1 agonist counter-screen; P47898; HTR5A agonist assay, luminescence, cell-based; activation, % at 9.3 µM; hit rate 0.61% among 340,000; AID 504692; in the data active means activation mostly above about 9.5%, no sharp cut-off; inactive means mostly below about 7.6%;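 further: 0% = cells with vehicle only and 100% = reference agonist; strong numbers were not always called active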
SR-BI HDL uptake: mouse SR-BI HDL lipid transfer inhibition. Q61009. ldlA[mSR-BI] CHO cells, DiI-HDL uptake fluorescence, 3 h. inhibition, % at 12.5 µM. hit rate 0.96% among 320,000. AID 488896;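 active means mean replicate inhibition of at least 70% and a set share of replicates each scoring 70 or more; inconclusive means meets just one of the two criteria; inactive means fails both criteria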;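 further: 0% = median of neutral control wells and 100% = median of positive control wells; values of inactives mirror those of a sister screen read the other way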
MITF TRPM1 HTS: increases MITF-driven TRPM1 promoter luciferase signal; activation, % at 12.5 µM; SK-MEL-5 TRPM1-promoter luciferase, 24 h; % of positive control, neutral wells = 0; hit rate 0.75% among 300,000;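 active means mean activation of at least 80% with every replicate also reaching 80%; inconclusive means mean reaches 80% but some replicate falls short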;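 further: 0% = neutral control wells and 100% = parthenolide positive control wells; values of inactives mirror those of a sister screen read the other way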
Wnt act: activates Wnt/beta-catenin signaling in a reporter cell assay. activator, plate reader. activation, % at 9.35 µM. AID 743398. hit rate 1.2% among 300,000; in the data active means activation above about 30%, passing the limit was not always enough; inconclusive means no clear call, values can overlap the other calls;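 further: 0% = neutral control wells and 100% = positive control wells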
The depositor's hits bear a star; ? = inconclusive; . = not tested or not shown.

SMILES	HTR5A inv ctr	V-ATPase pHluor	dFosB activator	NSD2 inh	CDK5 inh	PvdQ acylase	HTR5A ag ctr	SR-BI HDL uptake	MITF TRPM1 HTS	Wnt act
O=C(c1cc(-c2cccc3ccccc23)nc2ccccc12)N1CCN(CCO)CC1	-23	6	-11	0	-1.5	10	8	-15	3	0
O=C(CCc1c[nH]c2ccccc12)N1CCN(c2ccc(O)cc2)CC1	-2	1	-11	4	-1.5	2	1	.	-5	1
COc1cc(CNCCCN2CCOCC2)cc(Br)c1OCc1ccc(Cl)cc1	-6	0	-21	7	-0.9	-16	2	8	-49	-25
O=C(CSc1ccccc1C(=O)O)NC12CC3CC(CC(C3)C1)C2	6	5	-5	25	-2.9	-12	3	-9	13	-2
COc1ccc(CC(=O)NC(C)C2COc3ccccc3O2)cc1OC (stereo not given)	11	-3	-5	-3	0.9	3	-4	-2	-9	0
CC1CCN(S(=O)(=O)c2ccc3c(c2)c(=O)c(C(=O)NCc2cccs2)cn3C)CC1	-16	8	-15	-1	0.7	-9	4	-23	-10	.
CC(C)CNC(=O)CCCSc1nc2ccccc2[nH]1	-10	-1	-2	0	-1.3	4	-4	-14	2	-2
O=C(NCc1ccccc1)C1CCC(=O)N(CCCN2CCCC2=O)C1 (stereo not given)	-19	-1	-4	-5	1.1	6	0	2	-8	4
O=C(O)c1c(C(=O)N2N=C3/C(=C/c4ccccc4)CCCC3C2c2ccccc2)cccc1[N+](=O)[O-] (stereo not given)	5	0	-3	4	-1.7	2	-2	-5	-22	1
C=CCc1cc(Cl)ccc1OCCCn1ccnc1	3	-2	-7	5	0.3	-12	1	-42	.	-1
CS(=O)(=O)N(CC(=O)N1CCOCC1)c1ccccc1Br	-9	0	-3	-6	1.7	-14	3	-21	20	1
COc1ccc(/C=C/C(=O)OCC(=O)c2ccc[nH]2)cc1	-9	-4	-2	-1	0.1	-10	4	-4	17	11
O=c1[nH]c(N2CCCCC2)nc2ncn(Cc3ccccc3)c12	-1	-1	-1	-1	1.1	-14	0	19	6	0
COc1cc(C=O)ccc1OCCOCCOc1ccc(Cl)cc1	11	-3	-8	-2	-0.6	-5	-5	-23	7	.
O=C(COc1ccccc1)NCC(c1ccco1)N1CCN(c2ccccc2)CC1 (stereo not given)	-15	3	-6	3	0.1	7	5	-10	-2	-2
COc1cc(CC(=O)OCC(=O)Nc2ccc(S(=O)(=O)N3CCCC3)cc2)cc(OC)c1OC	2	0	-4	-2	0.5	7	2	2	.	.
CCCCC(Br)C(=O)Nc1ccc(S(=O)(=O)Nc2cc(C)nc(C)n2)cc1 (stereo not given)	7	0	-2	0	-1.0	-16	-3	-22	-11	-1
COC(=O)c1ccc(C(=O)N(Cc2ccccc2)c2ccccc2)cc1	19	1	-5	-2	0.1	-1	-7	61	-5	-2
COc1ccc(-c2ccc3oc(-c4ccc(OC)cc4)c(C#CCO)c3c2)cc1	-23	1	-2	.	1.0	-1	9	?	-2	-11
CCCS(=O)(=O)N1CCC(C(=O)NCCN(C)Cc2ccccc2)CC1	-16	4	-4	-2	2.0	-9	-2	-32	8	.
O=C(c1ccccc1)c1nnc(-c2ccccc2F)o1	-14	-2	8	-2	1.0	7	1	-40	.	61*
NCCCC[C@H]1CNC(=S)N1CC1(c2ccccc2)CC1	7	3	-4	.	2.4	-18	1	13	5	1
COc1ccccc1CNC(=O)COc1ccc2c(c1)CCC2	-4	2	-14	-2	0.7	-18	-2	-6	5	1
CCN(CC)c1ccc(/C=C2\CCC(/C=N/NC(=O)c3ccc(=O)n(C)c3)=C2N2CCOCC2)cc1	-7	6	0	0	1.6	-4	3	100*	16	-9
CCc1nnc2c3cnn(-c4ccccc4)c3ncn12	-18	1	-6	-3	-0.5	-8	-5	14	99*	?
COc1ccc(C(C)NCCC(c2ccc(OC(C)C)cc2)c2ccccc2OC)cc1 (stereo not given)	-5	-3	-2	0	-2.6	-16	1	38	-92	1
COc1cccc(C2=NOC(C(=O)NCc3cccnc3)C2)c1 (stereo not given)	10	-1	1	-1	-0.5	-15	-3	7	-4	2
Cc1cc2n(n1)C(c1ccc3c(c1)OCO3)Nc1c(C)cccc1-2 (stereo not given)	33*	-3	-6	-5	0.5	1	-5	46	.	-6
Nc1c(-c2ccccc2)cnn1-c1cccc(C(F)(F)F)c1	-13	.	-2	-4	0.0	7	-3	27	56	.
Cc1ccc(-c2nc(CSCC(=O)NCCN3CCN(Cc4ccccc4)CC3)c(C)o2)cc1	-12	-4	-10	5	-1.3	10	5	32	0	.
Nc1nnc(SCC(=O)c2ccc3ccccc3c2)s1	0	2	-17	.	0.9	-7	4	-8	.	.
O=C(c1ccc(NC(=O)C2(c3ccccc3)CCOCC2)cc1)N1CCOCC1	-14	-2	-7	-3	-1.1	1	-3	-22	-4	.
O=C(c1ccc(Br)o1)N1CCN(c2ccc(F)cc2)CC1	8	-2	0	8	1.0	6	-3	12	.	-1
CN(C)C(CNC(=O)C1CC(=O)N(Cc2ccccc2)C1)c1ccccc1 (stereo not given)	5	3	-6	-3	-0.2	-10	-5	-20	11	2
Cc1ccc(CNC(=O)CNS(=O)(=O)c2ccc(Br)s2)cc1	-5	-2	9	-3	0.7	-16	2	.	.	1
Cc1cccc(NCc2cc(Cl)ccc2O)n1	20	-1	3	.	0.2	-1	1	14	17	-1

Three compounds from above, arranged by molecular weight, largest number first:
SMILES	HTR5A inv ctr	V-ATPase pHluor	dFosB activator	NSD2 inh	CDK5 inh	PvdQ acylase	HTR5A ag ctr	SR-BI HDL uptake	MITF TRPM1 HTS	Wnt act
COc1ccc(C(C)NCCC(c2ccc(OC(C)C)cc2)c2ccccc2OC)cc1 (stereo not given)	-5	-3	-2	0	-2.6	-16	1	38	-92	1
O=C(c1ccc(Br)o1)N1CCN(c2ccc(F)cc2)CC1	8	-2	0	8	1.0	6	-3	12	.	-1
Cc1cccc(NCc2cc(Cl)ccc2O)n1	20	-1	3	.	0.2	-1	1	14	17	-1

Next part:
SMILES	HTR5A inv ctr	V-ATPase pHluor	dFosB activator	NSD2 inh	CDK5 inh	PvdQ acylase	HTR5A ag ctr	SR-BI HDL uptake	MITF TRPM1 HTS	Wnt act
Cc1ccc(O)c(CNCCNCc2cc(C)ccc2O)c1	-11	2	-4	.	2.1	6	8	-6	8	-8
O=C1C2CCCCC2C(=O)N1c1cccc(OS(=O)(=O)c2ccccc2)c1 (stereo not given)	-5	2	-4	-3	0.8	-2	1	-33	0	1
COc1cc(NC(=O)CSc2nnc(-c3cc(C)on3)o2)cc(OC)c1	-9	1	2	1	0.1	-1	-2	1	-9	-1
CCOc1ccc(NC(=O)c2nnn(CC(=O)Nc3ccccc3OC)c2N)cc1	-20	1	4	.	0.4	-9	-4	39	16	.
O=c1cc(-c2ccccc2)nc2nc(COc3ccccc3)[nH]n12	-25	-7	-6	-3	-3.2	-11	0	-15	-7	-1
Cc1nn(-c2ccccc2C(=O)O)c(=O)c2ccccc12	-3	3	-9	.	-0.7	-10	1	-19	5	-2
COC(=O)c1c(-c2cccc(C)c2)csc1NC(=O)C1CCCO1 (stereo not given)	-19	1	-12	-1	0.3	-7	0	22	30	10
O=C(O)c1ccc(C2CCCCC2)cn1	11	-1	-7	0	-1.2	-13	1	4	-5	0
O=C(Nc1ccc2oc(=O)ccc2c1)c1ccco1	-17	2	-11	-4	0.5	0	6	8	31	16
Cc1ccccc1CCNC(=O)Cn1ccc2cc(S(=O)(=O)N3CCCC3)ccc21	-5	-2	-14	0	1.0	-10	1	6	-3	-4
O=C1/C(=C\c2ccccc2)SC(=S)N1CCC(=O)N1CCCCC1CCO (stereo not given)	4	2	-10	33	.	-7	7	-13	10	1
COC(=O)CSc1nc(-c2ccccc2)cc(-c2ccco2)c1C#N	15	0	-3	-4	0.1	-1	2	9	-1	3
Cc1cc(C(=O)OCC(=O)c2ccc(Br)s2)no1	10	1	0	0	0.4	-12	-1	-31	-7	0
O=S(=O)(c1ccccc1)N1CCN(c2ccnc3cc(Cl)ccc23)CC1	.	2	-4	-2	-0.6	-10	.	-10	-4	-2
CC(=O)c1ccc(NC(=S)N2CCC(O)CC2)cc1	9	2	0	5	0.0	-2	5	-21	15	3
CCOC(=O)c1cn2nc(N3CCCCC3)ccc2n1	-45	-2	-11	.	0.3	-8	0	-17	.	5
O=C(O)CNC(=O)c1ccc(Oc2c(F)c(F)c(Oc3ccc(C(=O)NCC(=O)O)cc3)c(F)c2F)cc1	0	3	-13	6	2.2	-12	0	.	-8	-1
Cc1ccc(NC(=O)CN2CCC3(O)CCCCC3C2c2ccc3c(c2)OCO3)c(C)c1 (stereo not given)	-3	-2	1	3	0.2	-7	1	16	4	7
N#CC(Cc1cc2ccccc2n1S(=O)(=O)c1ccccc1)OCc1ccccc1 (stereo not given)	1	1	-7	.	-1.3	-16	0	5	-2	-1
CCCc1cc(=O)[nH]c(N/N=C/C=C\c2ccccc2)n1	12	-1	-4	-3	1.0	-5	1	15	-2	4
Cc1ccc(C(=O)n2cnc3ccccc32)cc1C	1	1	-3	.	-5.8	-2	0	-14	6	-1
CCOC(=O)c1c(C)n(-c2ccccc2)c2ccc(O)c(CN(C)C)c12	0	6	5	13	-0.5	-6	0	16	18	-4
O=C(c1ccco1)N1N=C(c2cccs2)CC1c1cc([N+](=O)[O-])ccc1O (stereo not given)	-15	3	-15	6	-4.8	-7	-3	1	-2	-1
COCCNC(=O)CSc1nc(N)c(NC(=O)c2ccccc2F)c(=O)[nH]1	0	2	-1	-4	-1.2	12	3	-6	-10	.
O=C(CCC1CCCCC1)NCc1cccs1	29	-4	-12	-3	-0.3	-12	3	-32	1	.
Cc1c(OCC(=O)C(C)(C)C)ccc2c(-c3ccccc3)cc(=O)oc12	-11	-4	-14	-4	1.0	-11	3	45	6	-5
O=C(Cn1nnc(-c2ccc(CN3CCOCC3)cc2)n1)N1CCCc2ccccc21	11	-1	1	1	-1.5	-14	0	-19	-9	.
O=C1OC2(c3ccccc31)c1ccccc1-c1ccccc12	17	-2	2	-4	1.5	-3	-4	10	-9	-6
CCc1ccc(NC(=O)CSc2nc(N)c(NC(=O)c3ccc(F)c(F)c3)c(=O)[nH]2)cc1	-19	-2	29*	0	0.4	0	-2	-28	0	-2
O=C(CCC(=O)N1CCN(c2ccc(F)cc2)CC1)c1ccccc1	-8	-6	-4	1	1.2	-10	2	-2	20	3
Cc1ccc(NC(=S)N2CCC(c3ccc(C)cc3)C2)cc1 (stereo not given)	-22	0	-7	.	1.7	-5	1	.	21	19
O=c1cc(N2CCN(Cc3ccccc3)CC2)[nH]c(=O)n1-c1cccc(C(F)(F)F)c1	-25	-4	-1	2	-0.8	1	-1	30	-19	.
Cc1cc(C)c(S(=O)(=O)N2CCCC(C(=O)NCc3ccccn3)C2)c(C)c1 (stereo not given)	-3	-4	-9	0	-0.9	-6	1	-5	1	0
Cc1nonc1-c1csc(N)n1	15	5	-4	.	-2.3	-8	-2	.	7	0
CN1CCN(c2ccc(-c3ccnn3C(=O)Nc3ccccc3)cc2)CC1	9	0	2	3	0.0	-7	-3	-23	49	44*
CCN(c1ccc(OC)cc1)c1ncnc2nc[nH]c12	-12	-1	-2	.	3.8	-7	4	-6	8	-11
Clc1ccc(CN2CCN(/N=C/c3cccnc3)CC2)cc1	8	-3	-3	4	0.8	4	-5	30	5	1
Nc1cc[n+](CC(=O)Nc2ccccc2)cc1	-4	1	-1	-4	1.3	-6	2	-23	3	.

Screening results from PubChem.

Compounds were not picked by outcome. About 5% of those tested had a hit in this group.
